# Screening results (PubChem)
# ALOX12 inh – ALOX12 (human) lipoxygenase inhibition; AID 1671190; purified 12hLO, xylenol orange hydroperoxide absorbance; P18054; actives 1.1% (n = 580,000); Potency, µM (doses to about 108 µM), for inactives: at the top dose activity change, negative = inhibition, actives largely listed as inhibitors; active means well fitted inhibition curve with a large enough effect; inconclusive means small, poorly fitted or top-dose-only effect, or another doubt; inactive means no such curve, though single readings can be large or run the other way
# Target sequence (P18054 whole entry, looked up): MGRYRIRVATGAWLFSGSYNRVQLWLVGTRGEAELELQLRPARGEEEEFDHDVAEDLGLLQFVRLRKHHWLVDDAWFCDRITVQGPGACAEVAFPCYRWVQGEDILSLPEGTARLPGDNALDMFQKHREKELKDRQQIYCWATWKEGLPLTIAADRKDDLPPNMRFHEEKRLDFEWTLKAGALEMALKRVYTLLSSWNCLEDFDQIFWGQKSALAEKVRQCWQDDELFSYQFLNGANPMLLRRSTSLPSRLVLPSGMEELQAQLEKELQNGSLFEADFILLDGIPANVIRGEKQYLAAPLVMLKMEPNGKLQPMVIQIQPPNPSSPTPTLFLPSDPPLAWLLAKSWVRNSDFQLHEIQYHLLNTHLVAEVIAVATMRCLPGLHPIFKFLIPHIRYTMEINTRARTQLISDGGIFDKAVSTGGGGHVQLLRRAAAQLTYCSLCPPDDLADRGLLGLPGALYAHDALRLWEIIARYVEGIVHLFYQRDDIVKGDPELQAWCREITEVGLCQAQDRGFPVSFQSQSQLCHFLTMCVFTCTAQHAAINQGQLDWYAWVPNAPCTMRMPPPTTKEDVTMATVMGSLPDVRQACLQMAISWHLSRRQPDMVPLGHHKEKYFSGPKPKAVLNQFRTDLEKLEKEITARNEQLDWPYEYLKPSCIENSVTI
#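 Hydroperoxide product was detected by ferrous iron/xylenol orange as the 573 to 405 nm absorbance ratio. Arachidonic acid at 40 uM (final) was turned over for 30 min at room temperature by 150 nM human 12hLO, pH 7.0 Hepes buffer, after 15 min compound preincubation.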
# The depositor's hits bear a star; ? = inconclusive; [ ] = another dose, or the depositor's remark. On the % scale 0 is the no-effect control and ±100 the full control effect; potency means the concentration at half of the fitted maximal effect. These rows are one share of the data. The share of hits here may be higher or lower than overall.
SMILES,ALOX12 inh
NC(=O)C1CCN(C(=O)C2c3ccccc3C(=O)N(c3ccccc3)C23CCCCC3)CC1 (stereo not drawn),6.9%
COCCN1CCCN(C(=O)c2cc(C)ccc2C)c2ccccc21,32.2%
O=C(Nc1ccccc1C(F)(F)F)c1cc(=S)[nH]c2ccccc12,?
CCn1nccc1C(=O)N1CCn2nnc(CCC(=O)NCc3ccccc3)c2C1,31.1%[activator]
N#Cc1ccc(C(=O)N2C[C@@H]3C[C@H](C2)c2ccc(-c4ccc(OC(F)(F)F)cc4)c(=O)n2C3)cc1,15.7%
CS(=O)(=O)NC[C@H]1Cn2c(-c3ccc4c(c3)OCCO4)cnc2CO1,63.2%[activator][176 µM]
O=C(NCc1cccc(C(F)(F)F)c1)NCc1coc(-c2cccs2)n1,?
CCCCn1nc(C(=O)NCC(=O)Nc2ccc(Br)cc2C)c2ccccc2c1=O,?
CCOC(=O)C1=C(C)N=C2SC=C(CC(=O)Nc3cccc(OC)c3)N2C1c1cccc(OC)c1 (stereo not drawn),11.0%
Cc1ccc(-c2ccc3nnc(CNC(=O)C4CC4)n3n2)cc1,21.7%
CC(C)Cc1nc(OCC(=O)N2CCOCC2)c(C#N)c2c1CCCC2,2.2%
NC(=O)c1ccc(CN2CCC(c3nc4cc(Cl)ccc4o3)CC2)cc1,40.4%[activator]
Cc1cccc(-c2nc(CSc3n[nH]c(N)n3)no2)c1,24.8%
COc1ccc(-c2nc3cc(NC(=O)COc4ccccc4Cl)ccc3o2)cc1,1.9%
CCNC(=O)CN1CCN(Cc2ccc(F)c3cccnc23)CC1,29.1%
Cc1nc(Cn2cc(S(=O)(=O)N(C)C)ccc2=O)no1,27.4%
CC(C)CNc1ccc2c(n1)C(C)(C(=O)Nc1cccnc1)CN(Cc1ccccc1)C2 (stereo not drawn),22.6%[176 µM]
CC(=O)c1ccc(NC(=O)N[C@H]2CO[C@H]3[C@@H]2OC[C@H]3OCC(N)=O)cc1,36.4%[176 µM]
Cc1cccc(NC(=O)c2nn(C(C)C)c(=O)c3ccccc23)c1C,0.4%
Cn1c(CNC(=O)Cn2nc3c(cc2=O)CCCC3)nc2ccccc21,30.4%
Cc1cccc(CN2C(=O)/C(=C\c3ccc(C(=O)NCCCN4CCN(C)CC4)cc3)Oc3ccccc32)c1,?
Cc1ccc(C)c(Cn2ccn3nc4c(c3c2=O)CCCC4)c1,8.6%
O=C(CCc1nc2ccccc2s1)N1CCCC(c2nc(C3CCOCC3)no2)C1 (stereo not drawn),-3.8%
COc1cc(C(C)NCc2csc(C(C)C)n2)ccc1OCCO (stereo not drawn),?
COc1nccnc1NS(=O)(=O)c1ccc(N=Cc2c(C)[nH]n(-c3ccc(Cl)cc3)c2=O)cc1,-14.3%

# Shown bar-delimited: seven of the compounds above.
mol | ALOX12 inh
NC(=O)c1ccc(CN2CCC(c3nc4cc(Cl)ccc4o3)CC2)cc1 | 40.4%[activator]
Cc1ccc(-c2ccc3nnc(CNC(=O)C4CC4)n3n2)cc1 | 21.7%
COc1nccnc1NS(=O)(=O)c1ccc(N=Cc2c(C)[nH]n(-c3ccc(Cl)cc3)c2=O)cc1 | -14.3%
Cc1cccc(NC(=O)c2nn(C(C)C)c(=O)c3ccccc23)c1C | 0.4%
Cc1ccc(C)c(Cn2ccn3nc4c(c3c2=O)CCCC4)c1 | 8.6%
O=C(Nc1ccccc1C(F)(F)F)c1cc(=S)[nH]c2ccccc12 | ?
Cn1c(CNC(=O)Cn2nc3c(cc2=O)CCCC3)nc2ccccc21 | 30.4%

# Next entries
SMILES,ALOX12 inh
O=C(O)CNS(=O)(=O)c1cc(C(=O)O)ccc1Cl,?
CCO[C@H]1CN(C(=O)c2cc(-c3ccc(OC)cc3)n[nH]2)C[C@@H]1O,110.1%[activator]
Cc1ccc(-c2ccc3nnc(CNC(=O)c4cccnc4)n3n2)cc1,8.6%
O=C(COc1ccc(F)cc1)N1CCC(n2cc(-c3nc(C4CC4)no3)nn2)C1 (stereo not drawn),?
CCNC(=O)N[C@H]1[C@H](O)[C@@H](N2CCN(c3ccccc3)CC2)[C@@H]2OC[C@H]1O2,3.8%[176 µM]
Cc1ccc(CN2C(=O)NC3(CCCN(C(=O)c4ccc(C#N)cc4)C3)C2=O)cc1 (stereo not drawn),?
CC(C)NC(=O)N1CC[C@@]2(CCCN(C(=O)c3cccc(F)c3)C2)C1,-5.5%[57.4 µM]
Cc1ccc(C(=O)NC2CCN(c3cc(-c4ccc(F)cc4)[nH]n3)CC2)cc1C,47.3%[activator]
CC(=O)Nc1ccc(CNC(=O)c2cc(=O)[nH]c3ccccc23)cc1,7.0%
NC(=O)NCCN1CCCC(N2CCN(Cc3ccc4c(c3)OCO4)CC2)C1 (stereo not drawn),45.5%
Cc1ccccc1CNC(=O)c1nn(-c2ccccc2Cl)nc1CO,14.6%
CCN(Cc1ccccc1)C(=O)c1cc(COc2ccccc2)[nH]n1,138.1%[activator]
O=C(Cc1ccccc1F)NC(c1ccc2c(c1)CCC2)c1cccs1 (stereo not drawn),-26.6%
CSc1ccc(C)c(C(=O)NCC(C)C)c1,-24.6%
CC(C)C[C@H](N)C(=O)N[C@H](C(=O)N[C@H](C(=O)N[C@@H](Cc1ccc(O)cc1)C(=O)N1CCC[C@H]1C(=O)N[C@@H](Cc1c[nH]c2ccccc12)C(=O)N[C@H](C(=O)N[C@@H](CCC(N)=O)C(=O)N[C@@H](CCCN=C(N)N)C(=O)O)[C@@H](C)O)C(C)C)C(C)C,2.7%[12.5 µM]
Cc1ccc(S(=O)(=O)N2C=CC(=O)CC2c2cccs2)cc1 (stereo not drawn),?
CN[C@@H](C)[C@H]1[C@H](O)C[C@@]2(C)[C@@H]3CC[C@H]4C(C)(C)[C@@H](NC)CC[C@@]45C[C@@]35CC[C@]12C,?
CCC1(N2CCN(S(=O)(=O)c3ccc(F)c(C)c3)CC2)CCN(C(=O)C(C)C)C1 (stereo not drawn),1.5%
COc1cccc(CN2CCCC3(CCN(Cc4ccccc4)C3)C2=O)c1OC (stereo not drawn),39.2%
COc1cc(OC)c(OC)cc1CN1CCC(n2cc(C(=O)N3CCCCC3)nn2)CC1,10.9%
c1cncc(CN2CC(Oc3ccc4c(c3)OCO4)C2)c1,6.8%[12.5 µM]
COc1cccc([S+](=O)([O-])NC[C@@H]2CC[C@H]3C[C@@H]2C3(C)C)c1,-9.6%[176 µM]
O=C(Cc1cnc2ccccn12)N[C@@H]1CCOC[C@H]1Oc1ccccn1,43.8%[activator]
C=C(C)COc1ccc2c(C)c(CCC(=O)NCc3ccc(S(N)(=O)=O)cc3)c(=O)oc2c1,-2.9%
CCOC(=O)c1oc2ccccc2c1COC(=O)C1COc2ccccc2O1 (stereo not drawn),10.3%

# Part of the list above, as labelled records.
NC(=O)C1CCN(C(=O)C2c3ccccc3C(=O)N(c3ccccc3)C23CCCCC3)CC1 (stereo not drawn)
- ALOX12 inh: 6.9%
COCCN1CCCN(C(=O)c2cc(C)ccc2C)c2ccccc21
- ALOX12 inh: 32.2%
O=C(Nc1ccccc1C(F)(F)F)c1cc(=S)[nH]c2ccccc12
- ALOX12 inh: ?

# The results go on:
SMILES,ALOX12 inh
Cc1cc(C(=O)N2CCC3(CC2)NCCc2c3[nH]c3ccccc23)n(C)n1,-1.7%
O=C(NCC(c1ccco1)N1CCCC1)c1cc2ccccc2oc1=O (stereo not drawn),26.6%
O=C(CNC(=O)c1cc(-c2cccs2)nc2ccccc12)NC1CC1,?
c1ccc2c(NC3C4CC5CC(C4)CC3C5)nc(N3CCCC3)nc2c1 (stereo not drawn),?
Cc1ccc(-c2ccc(C=C(C#N)C#N)n2C)cc1,4.8%
O=C(C1CCCCC1)N1CCC(N2C(=O)C(O)C23CCCCC3)CC1 (stereo not drawn),-7.0%
N#CC1(C(=O)NCc2ccccc2)CCCC1,28.0%
CC(=O)c1ccc(NC(=O)O[C@@H]2CO[C@H]3[C@@H]2OC[C@@H]3NS(=O)(=O)Cc2ccccc2)cc1,7.8%
COc1ccc(OC(=O)C2OC3OC(C)(C)OC3C3OC(C)(C)OC23)cc1 (stereo not drawn),-13.3%
COc1ccc(-c2cc(C(=O)NCC(=O)NC(C)C)c3ccccc3n2)cc1,-15.0%
Cc1cc(CN2CCn3c(nn(-c4ccc(C(F)(F)F)cc4)c3=O)C2)no1,-0.2%[6.33 µM]
CCCNC(=O)NC[C@H]1O[C@@H]2C[C@@H](CC(=O)NC(C)C)O[C@@H]2[C@@H]1O,4.8%[176 µM]
CCC(=O)N1Cc2ccccc2CC2(CCCCN2Cc2ccncc2)C1 (stereo not drawn),5.6%[6.33 µM]
CCN(C)S(=O)(=O)c1cc2c(cc1Cl)Oc1cc(C)ccc1NC2=O,-0.3%
COc1ccc(C2=NN3C(C2)c2ccccc2OC32CCN(C(C)=O)CC2)c(OC)c1 (stereo not drawn),?
CCCC/C(=N\NC(C)=O)c1ccccc1,29.3%
Nc1nc2c(ncn2[C@@H]2O[C@H](C(=O)NCCCc3ccccc3)[C@@H](O)[C@H]2O)c(=O)[nH]1,-5.1%
CC(=O)N(C)CCCNC(=O)c1nc2ccccc2c(=O)[nH]1,?
Cc1ccc2[nH]c3c(c2c1)CCCC3NCC12CC3CC(CC(C3)C1)C2 (stereo not drawn),?
O=C(CSc1nncn1-c1cccc(Cl)c1)Nc1ccccc1C(=O)NCCc1ccccc1,-1.6%
COc1ccc(CNC(=O)N2CC(Oc3cccc(-c4nc(C)no4)c3)C2)cc1,-1.1%
CCOc1ccc(C(=O)N2CCC3(CCC(=O)N(CCOC)CC3)CC2)cc1,8.3%
CCCCCn1nc(C(=O)Nc2cc(C)cc(C)c2)c2ccccc2c1=O,-11.4%
c1cnc(-c2nc(C3CCNC3)no2)cn1 (stereo not drawn),27.3%
COc1ccc2c(C)nc(Nc3nc4ccccc4c(=O)[nH]3)nc2c1,106.8%[activator]
SMILES,ALOX12 inh
CC(C)OCCCNC(=O)CCc1ncc(-c2ccc(F)cc2F)o1,-5.0%
CC1=C[C@@H](CN)[C@H](C(C)C)C[C@H]1Cc1nc2ccc(Cl)cc2[nH]1,-0.6%[176 µM]
O=C(C1CCCNC1)N1CCCn2cc(-c3ccccc3F)nc21 (stereo not drawn),-4.3%
CC(C(=O)N1CCc2ccccc2C1)N(C)CC(=O)Nc1ccc(Cl)c(C(F)(F)F)c1 (stereo not drawn),-22.3%
CCc1nc(-c2c3n(c(=O)n(CC(=O)Nc4ccccc4F)c2=O)CCCCC3)no1,-13.5%
CC(C)c1nnc(NC(=O)C2CC(c3cccc(F)c3)=NO2)s1 (stereo not drawn),-11.6%
Cc1nn(C)c(C)c1CCC(=O)N[C@@H]1CN(c2ccncn2)C[C@H]1CN(C)C,2.1%
Cc1cc(CNC(=O)[C@@H]2CCC[C@@H](NC(=O)CC(C)C)CN(C)C(=O)C2)no1,22.6%[176 µM]
O=C(c1ccco1)N1CCCCC1c1nc(C2CC2)n[nH]1 (stereo not drawn),38.0%
CC(NC(=O)c1ccc(SC(F)(F)F)cc1)c1ccncc1 (stereo not drawn),?
NC(=O)c1cc(Cl)ccc1OCC(=O)N1CCCCCC1,19.7%
CCn1cc(S(=O)(=O)N2CCC[C@H](n3c(=O)n(CC4CC4)c4cccnc43)C2)cn1,26.7%
COCCC(=O)N1CCC2(CC1)C(=O)N(C)c1ccccc12,-7.3%
CCC1(C(=O)NC2CCCCC2)CCCCC(=O)N1 (stereo not drawn),-7.3%
O=C1COC[C@H]([C@H](O)c2ccc(NC(=O)C3CCCC3)cc2)N1,32.5%[activator][176 µM]
CCC(=O)Nc1sc2c(c1C#N)CCC(C)C2 (stereo not drawn),?
Cc1cc(OS(C)(=O)=O)cc2c1C(=O)/C(=C/c1ccccc1F)O2,?
O=C1CCc2cc(S(=O)(=O)N3CCC(C(=O)NCc4ccccn4)CC3)ccc2N1,22.7%
CCCCc1nn(CC(=O)NC(CC)c2cccc(C)n2)c(=O)n1CC (stereo not drawn),-0.8%
c1cc(Cn2cncn2)cc(-n2ccnc2-c2cc3n(n2)CCCNC3)c1,43.6%
CN(c1ccccc1)c1cc(=O)c2ccnc(Nc3cccc([S+](C)(=O)[O-])c3)c2o1,56.2µM*
COc1cccc(C2CNC(=O)c3nc(-c4ccc(C(=O)N(C)C)o4)[nH]c3C2)c1 (stereo not drawn),21.2%
COc1ccc(NCc2nc3scc(-c4cccs4)c3c(=O)[nH]2)cc1,?
Cn1nc(C(=O)N2CCN(c3ccccc3)CC2)c2ccccc2c1=O,33.0%
COc1ccc(C(=O)N2CCC(Cc3nc(-c4cccnc4)n[nH]3)C2)cc1F (stereo not drawn),21.6%
SMILES,ALOX12 inh
Cc1ccccc1-c1cn(C)c(=O)n2cc(CNc3ccccc3)nc12,?
CCSCCNC(=O)c1c(C)noc1-c1ccc(OC)cc1,7.3%
O=C([C@H]1C[C@H](Oc2cccnc2)CN1S(=O)(=O)c1ccc(F)cc1)N1CCOCC1,46.4%[activator]
CN1[C@@H](CCC(=O)N2CC[C@@H](O)C2)CNC(=O)[C@@H]2[C@H]1CCN2Cc1csnn1,33.9%[activator][176 µM]
O=C1CCN(C(=O)COc2ccc(F)cc2)CCCC(c2nc(-c3ccccc3)no2)CCN1 (stereo not drawn),5.5%
CN(CC(=O)NC(=O)NCc1ccco1)c1ccccc1,-19.2%
COc1ccc(Cl)cc1NC(=O)COC(=O)CCS(=O)(=O)c1ccc(C)c(C)c1,7.8%
Cn1c(=O)c2c(ncn2CCC(=O)Nc2cc(F)cc(F)c2)n(C)c1=O,53.3%[activator]
CC(=O)N1CC2(CCN(CC3CCCCC3)CC2)Cc2ccccc21,2.0%[6.33 µM]
O=C(Cc1cccs1)Nc1c(NC2CCCC2)c2ccccc2oc1=O,2.0%
COc1cccc(N2CCN(CC(=O)NC(=O)NCC(F)(F)F)CC2)c1,-14.7%
O=C(O)c1ccnc(-c2ccnc(NCCCN3CCCC(O)C3)n2)c1 (stereo not drawn),24.5%
CC(C)=CC1C(C(=O)Nc2c(C)cc(C)cc2C)C1(C)C (stereo not drawn),-4.1%
